Screening data from PubChem.
Growth percent in the NCI-60 one-dose screen (48 h, 10 µM unless noted): 100 = growth as untreated, 0 = no growth, -100 = all killed.
SF-295: SF-295 CNS cancer cells; 5.6% of 79,000 active; AID 1794758
KM12: KM12 colon cancer cells | 5% of 82,000 active
HCC-2998: HCC-2998 colon cancer | AID 1794799 | 4.7% of 79,000 active
HCT-116: HCT-116 colon cancer; 7.3% of 82,000 active; AID 1794798
SF-268: SF-268 CNS cancer cells. AID 1794759. 3.1% of 82,000 active
U251: U251 CNS tumor cells; 5.4% of 80,000 active
SF-539: SF-539 CNS cancer; AID 1794752; 6.8% of 81,000 active
SNB-75: SNB-75 CNS cancer; AID 1794750; 5% of 79,000 active
SNB-19: SNB-19 CNS cancer cells; 2.5% of 81,000 active
Starred values were filed as active, the others as inactive; · = no result given; & = joins results of further samples. How the source made its calls: active means growth percent below 10; inactive means the rest.

#1 CCOc1cccc(-c2nc3sccn3c2-c2ccncn2)c1
#2 CCCC(C)c1ccc(O)cc1 (centres undefined)
#3 CN(C)CCCN(c1ccccc1)c1ccccc1
#4 O=S(=O)(Nc1ccccc1Cl)c1ccc(Br)cc1
#5 O=C1OC(=O)c2c1cc1ccccc1c2-c1ccccc1
#6 O=C(O)COc1c(Cl)c(Cl)c(Cl)c(Cl)c1Cl.[Cu+2]
#7 CCOc1ccc(C(C)c2cc3c(cc2O)OCO3)cc1 (centres undefined)
#8 O=C(OCCOC(=O)c1ccccc1)c1ccccc1

compound no.	1	2	3	4	5	6	7	8
SF-295	111	128	99	89	91	·	79	120
KM12	101	112	99	107	107	100	70	106&130
HCC-2998	110	103	95	106	108	110	91	110&99
HCT-116	101	109	103	83	104	98	86	117&107
SF-268	95	102	101	97	104	106	92	109&120
U251	102	112	100	91	101	·	83	111&101
SF-539	99	106	101	107	97	99	92	117&99
SNB-75	83	109	89	73	89	91	83	113&97
SNB-19	99	110	103	99	101	107	92	112&98

The last 4 records of the section above come first, to join the parts.
#5 O=C1OC(=O)c2c1cc1ccccc1c2-c1ccccc1
#6 O=C(O)COc1c(Cl)c(Cl)c(Cl)c(Cl)c1Cl.[Cu+2]
#7 CCOc1ccc(C(C)c2cc3c(cc2O)OCO3)cc1 (centres undefined)
#8 O=C(OCCOC(=O)c1ccccc1)c1ccccc1
#9 O=C(OC(c1ccccc1)c1ccccc1)c1ccc([N+](=O)[O-])cc1
#10 COc1ccccc1-c1nc(-c2ccccc2O)cn2ccnc12
#11 CS(=O)(=O)c1nccc(-c2c(-c3cccc(OCCN4CCCC4)c3)nc3sccn23)n1
#12 COC(=O)C1(C)CCC[C@]2(C)[C@H]3C[C@H]4C(C(C)C)=C[C@]3(CC[C@@H]12)[C@H]1[C@@H]4[C@@H](OCC#Cc2ccc([N+](=O)[O-])cc2)CC[C@@H]1OCC#Cc1ccc([N+](=O)[O-])cc1 (some centres undefined)
#13 Cc1ccc(C2=NN3C(C2)c2ccccc2OC3c2ccc3noc(-c4ccc(C)cc4)c3c2)cc1 (centres undefined)
#14 O=C(O)c1ccc(CCCc2ccccc2)cc1
#15 CC(=O)c1cccc(Nc2ncnc3c2cnn3-c2ccccc2)c1
#16 NC(=S)N/N=C(/c1ccccc1)c1ccccc1N

compound no.	5	6	7	8	9	10	11	12	13	14	15	16
SF-295	91	·	79	120	94	90	96	93	100	104	·	83
KM12	107	100	70	106&130	113	72	93	102	102	102	81	99
HCC-2998	108	110	91	110&99	112	101	95	104	111	97	99	113
HCT-116	104	98	86	117&107	92	86	104	88	99	106	85	3.4*
SF-268	104	106	92	109&120	110	111	99	90	108	101	102	93
U251	101	·	83	111&101	·	96	85	84	103	104	90	96
SF-539	97	99	92	117&99	102	91	83	87	96	106	105	100
SNB-75	89	91	83	113&97	94	71	84	92	111	90	80	101
SNB-19	101	107	92	112&98	97	93	90	87	99	103	95	101

#17 Nc1nc(-c2cc3c(cc2Cl)NC(=O)/C3=C/c2ccc(Cl)cc2)cs1
#18 Cc1ccc(NC(=O)c2ccccc2)cc1
#19 Cc1c(Cl)cccc1NC(=O)CCCl
#20 COc1ccccc1C(=O)CSc1nc(Nc2ccc(S(N)(=O)=O)cc2)c2ccccc2n1
#21 O=C1Nc2cc(Cl)c(CCCl)cc2/C1=C\c1ccc(Cl)cc1
#22 O=[N+]([O-])c1ccccc1/C=N\NC(=S)N/N=C/c1ccccc1[N+](=O)[O-]
#23 CCCCC(=O)OCCC
#24 CN(C)c1cccc2c(S(=O)(=O)Nc3cccc(-c4csc(NC(=O)CCCCCN5CCN(c6cc7c(cc6F)C(=O)N(C6CCC(=O)NC6=O)C7=O)CC5)n4)c3)cccc12 (centres undefined)

compound no.	17	18	19	20	21	22	23	24
SF-295	60	102	106	98	93	30	95	92
KM12	36	118	100	78	77	17	97	104
HCC-2998	73	100	99	103	110	74	100	111
HCT-116	24	106	89	77	65	19	119	68
SF-268	45	117	98	90	86	41	94	91
U251	22	103	91	93	84	63	111	94
SF-539	62	107	102	81	94	56	101	78
SNB-75	49	104	98	106	70	72	89	60
SNB-19	31	96	97	86	84	69	94	93

#25 C=CCn1c(SC/C(=N\O)c2ccc(C)cc2)nnc1-c1c[nH]c2ccccc12
#26 CCOC(=O)c1c(NCC(=O)Nc2ccccc2[N+](=O)[O-])sc2c1CCCC2
#27 CC(C)[C@H](NC(=O)OC(C)(C)C)C(=O)OCc1cn(-c2ccnc3ccccc23)nn1
#28 CN(C)c1c(-c2ccccc2)cc(-c2ccccc2)[nH]c1=O
#29 CC1N/C(=C/c2ccccc2)C(=O)O1 (centres undefined)
#30 Cc1c(C(=O)/C=C/Nc2ccccc2C(=O)O)sc2nc3ccccc3n12
#31 Cn1c(=O)c2[nH]c(CCc3nc4c([nH]3)c(=O)n(C)c(=O)n4C)nc2n(C)c1=O
#32 NC(=S)N1CCCC1

compound no.	25	26	27	28	29	30	31	32
SF-295	85	101	99	97	107	106	101	90
KM12	100	97	102	105	87	104	107	98
HCC-2998	99	101	113	·	98	121	105	109
HCT-116	78	101	101	87	94	105	95	112
SF-268	96	94	104	98	98	100	105	110
U251	103	103	97	99	103	110	97	·
SF-539	101	95	96	85	98	96	·	98
SNB-75	97	82	112	69	87	106	91	69
SNB-19	92	94	94	101	86	101	98	99

#33 C=C1C(=O)O[C@H]2[C@H]1CC/C(COC(=O)c1ccc(Cl)nc1)=C\CC[C@@]1(C)O[C@@H]21
#34 Nc1nnc(-c2c[nH]c3ncccc23)c(-c2c[nH]c3ccccc23)n1
#35 Cn1cc(-c2nc(-c3c[nH]c4ccncc34)cs2)c2cc(F)ccc21
#36 COc1ccc(Nc2nc3ccccc3nc2/C=C/c2ccccc2)cc1
#37 CCCCNC(=O)Oc1ccc(/C(=C(\C)c2ccccc2)c2ccc(OCCN(CC)CC)cc2)cc1
#38 Oc1cc(CNC2CCCCC2)c(O)cc1CNC1CCCCC1
#39 CCOC(=O)C(Br)c1cccc(OC)c1 (centres undefined)
#40 C/C(=N\NC(=S)Nc1ccccc1)c1nnn(-c2ccc([N+](=O)[O-])cc2)c1C

compound no.	33	34	35	36	37	38	39	40
SF-295	75	37	-86*	123	91	110	94	90
KM12	83	52	-95*	100	61	99	102	83
HCC-2998	96	81	-81*	110	83	92	98	96
HCT-116	-81*	22	-95*	93	48	93	98	81
SF-268	57	69	-80*	104	69	86	104	85
U251	44	40	-89*	100	54	102	105	83
SF-539	-34*	40	-97*	105	48	94	101	95
SNB-75	75	64	-95*	84	·	82	82	92
SNB-19	56	38	-80*	98	89	91	107	89

Some values from the list:
entry 35 in HCC-2998 = -81*
entry 40 in SF-268 = 85
entry 38 in SF-295 = 110
entry 36 in HCT-116 = 93
entry 39 in KM12 = 102

Additional records
#41 O=C1c2cccc(O)c2C(=O)c2c(O)cccc21
#42 COC1=CC(c2ccc[nH]2)=N/C1=C\c1[nH]c(C)c(CCCn2cc(CCCCCCCCC[C@@H]3Cc4cc(O)ccc4C4CC[C@]5(C)[C@@H](O)CC[C@H]5C43)nn2)c1C (some centres undefined)
#43 COc1ccc(-c2cn(-c3ccc(Cl)cc3)c(SCC(=O)c3ccc(Cl)cc3)n2)cc1
#44 CCNS(=O)(=O)c1ccccc1
#45 c1ccc(-c2c(-c3ccccc3)[n+](Cc3ccc4ccccc4c3)c(-c3ccc(-c4nc5ccccc5s4)cc3)n2Cc2ccc3ccccc3c2)cc1
#46 COc1ccc(-c2cc(-c3nnc(SCC(=O)c4ccccc4)o3)c3ccccc3n2)cc1OC
#47 CC(C)(NC(=O)O[C@H]1CCNC1)c1csc(-c2ccc(F)cc2)n1
#48 CCN1CCC(CCOC)(CN2c3ccccc3Sc3ccc(Cl)cc32)C1 (centres undefined)

compound no.	41	42	43	44	45	46	47	48
SF-295	84	65	94	125	-100*	97	99	72
KM12	90	16	95	106	-88*	103	99	30
HCC-2998	90	36	97	105	-94*	89	101	41
HCT-116	89	37	85	104	-84*	95	98	29
SF-268	90	58	98	104	-77*	98	90	63
U251	91	44	88	108	·	96	94	40
SF-539	95	59	90	111	-89*	104	101	78
SNB-75	107	89	85	83	-79*	87	71	48
SNB-19	96	78	80	102	-98*	104	97	71

#49 C[C@]12CC[C@@H]3c4cc([N+](=O)[O-])c(O)cc4CC[C@H]3[C@@H]1CC[C@@H]2NS(=O)(=O)c1cccc(C(F)(F)F)c1
#50 CCN1C(=O)/C(=N\N=C(/C)c2ccc3c(c2)Nc2ccccc2S3)c2cc(Cl)ccc21
#51 CCOC(=O)C1=C(N)N(c2ccc(Cl)cc2)C2=C(C(=O)CC(C)(C)C2)C1c1ccc(Cl)cc1 (centres undefined)
#52 O=C1OCC/C1=C/OCCCCCO/C=C1/CCOC1=O
#53 N#Cc1ccc(C(=O)c2c(N)c(C#N)cn2Cc2ccc(Cl)cc2Cl)cc1
#54 Cc1ccc(Nc2nc(N)nc(CSc3n[nH]c(N)n3)n2)cc1
#55 Cc1c[n+]2ccccc2n1C
#56 COc1cccc(-c2nc3occn3c2-c2ccnc(NCCCNS(=O)(=O)c3ccc(F)cc3)n2)c1

compound no.	49	50	51	52	53	54	55	56
SF-295	·	43	67	122	91	98	101&101	96
KM12	84	47	62	108	103	107	110&91	85
HCC-2998	102	102	89	114	108	110	104	132
HCT-116	72	49	55	111	92	103	104&78	78
SF-268	81	44	78	117	113	102	107&104	80
U251	·	74	69	96	100	102	100&97	108
SF-539	96	73	74	107	96	101	101&106	97
SNB-75	21	76	73	72	100	75	76&90	110
SNB-19	117	64	69	103	101	104	92&98	105

#57 CC(=O)N1C(=S)NC(=O)C1Cn1c(C)nc2ccccc21 (centres undefined)
#58 COc1cc2c(cc1OC)N(CCO)C1=C(C(=O)OC1)C2c1cc(OC)c(OC)c(OC)c1 (centres undefined)
#59 NC(N)=NCCCCCNc1noc(Cc2c[nH]c3ccccc23)n1
#60 C=CC(=O)N[C@H](/C=C/C(=O)OCC)Cc1ccc(-c2cc(Cl)cc(Cl)c2)cc1
#61 O=C(O)C1C2CCC1C(O)C2 (centres undefined)
#62 C[C@H](CCC(=O)O)[C@H]1CCC2C3C(=O)CC4CC(=O)CC[C@]4(C)C3CC(=O)[C@@]21C (some centres undefined)
#63 Nc1c(C(=O)Nc2cccc(F)c2)sc2nc3c(cc12)C(=O)CCC3
#64 CCOC(=O)C(C(C)=O)c1ccc([N+](=O)[O-])cc1[N+](=O)[O-] (centres undefined)
#65 COc1ccc(-c2cc(-c3ccc(Cl)cc3)c(C#N)c(=O)n2CCCCCC(=O)Nc2ccccc2N)cc1
#66 Clc1cccc(Nc2ncnc3ccc(-c4cnc5[nH]ncc5c4)cc23)c1
#67 CCOC(=O)n1cc(-c2nonc2-c2cn(C)c3ccc(Br)cc23)c2cc(Br)ccc21

compound no.	57	58	59	60	61	62	63	64	65	66	67
SF-295	98	106	109	83	121&108	102	7.2*	·	-19*	103	88
KM12	101	95	97	90	99&107	106	29	102	40	77	95
HCC-2998	103	·	115	95	101&100	107	23	106	83	·	99
HCT-116	84	99	102	72	101&100	95	29	108	22	88	93
SF-268	95	102	95	85	101&98	110	74	93	76	69	95
U251	·	102	88	79	100&95	98	32	102	49	90	87
SF-539	99	105	102	100	101&95	105	-17*	102	60	78	103
SNB-75	78	93	74	83	93&101	103	25	114	-6.1*	62	97
SNB-19	93	94	97	91	108&102	108	49	111	71	80	94
